# Screening data as filed in PubChem BioAssay.
# Lipid droplet: inhibitors of hepatocyte lipid droplet formation, primary screen, imaging, high-throughput imaging, BODIPY stain; 240,000 compounds, 0.4% hits; inhibition, % at 6.5 µM; AML12 mouse hepatocytes, oleate lipid droplets; AID 1656, 2009;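 active means lipid droplet intensity inhibited by at least 50%, with more than 500 cells counted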
#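 Technique: fluorescence imaging, 20x objective, two fields per well / Assay system: AML12 hepatocytes (mouse) / Measure: % inhibition of lipid droplet signal / Doses: 6.5 µM single-point dosing / Incubation: overnight exposure / Reagent: 100 µM oleic acid challenge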
# MT stabilizer: microtubule stabilizers in HeLa cells, primary screen, imaging, high-content imaging; HeLa tubulin immunostaining HCS, 24 h; share of cells brighter than vehicle mean+2SD; % tubulin-high responders, % at 10 µM; 200,000 compounds, 0.83% hits;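 active means plate Z-score above 3 for both tubulin-high and condensed-nucleus cell shares, with cell loss under 80%, at 10 µM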;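 further: anti alpha tubulin signal scored within the nucleus-defined area of each cell; some results filed as inactive read as strong as hits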
# HEK293 NOD2/NF-kB: NOD2 signaling inhibitors, cell-based, luminescence, uHTS, HEK293 (AID 1566); inhibition, % at 4 µM; hits with a dose series show EC50 in µM; 290,000 compounds, 0.63% hits; HEK293 NOD2/NF-kB luciferase reporter, luminescence; higher % means a stronger effect; in the data active means inhibition above about 50%; further: many of its hits are not listed in these tables
# Insulin prom up: insulin promoter activators in MIN6 cells, imaging, high-content screening, mouse beta cells; MIN6 insulin promoter-GFP reporter; stronger effect = higher value; z-score at 5 µM; 190,000 compounds, 0.3% hits; AID 1625, 2009;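 active means z-score above 3 at 5 µM with at least 500 cells counted in the well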
# Dynein transport: inhibitors of GR-EGFP nuclear translocation, primary screen, dynein cargo transport inhibitor project, imaging, high-content, 3617.4 mouse cells; test concentration mostly 20 µM; stimulated with dexamethasone, 1 µM; stronger effect = lower value; z-score, hits read low; 220,000 compounds, 0.47% hits; AID 1381, 2008;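 active means plate z-score of nuclear minus cytoplasmic receptor signal below a set negative limit, without overly bright fluorescence or cell loss, cut at about -3.5 in these data, passing the limit was not always enough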;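 further: z-score of nuclear minus cytoplasmic ring GR-EGFP intensity difference per well; some compounds called inactive have numbers as strong as hits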
#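 Buffer or medium: tetracycline-free induction medium containing charcoal-stripped FBS / Reagent: dexamethasone agonist, 1.0 µM final, for 30 min / Technique: automated 10x imaging of fixed Hoechst-stained cells / Times: induction 48 h, compound 1 h, agonist 30 min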
# WT yeast gro inh: growth inhibition of WT strain, primary screen, mitochondrial fusion inhibitor project, WT and mutant strains, chemical genetic. inhibition, % at 10 µM. AID 1362, 2008. mitochondrial fusion phenotypic screen. 190,000 compounds, 2.1% hits; in the data active means inhibition above about 58%; tested in S. cerevisiae
# b-catenin transl: modulators of beta-catenin nuclear translocation, primary screen, imaging, HeLa cells, immunofluorescence, high-content | nuclear translocation activity, % at 5 µM | 190,000 compounds, 0.3% hits | AID 1665, 2009;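 active means nuclear translocation activity above 50% at 5 µM, with a well cell count of 50 or more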;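 further: per-cell ratio of nuclear to cytoplasmic median beta-catenin stain intensity; plate controls were DMSO negative control for no effect and GSK-3 inhibitor IX positive control for full effect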
#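 Test system: human HeLa cells, endogenous beta-catenin. Times: 24 h compound exposure, 37°C. Measured by: beta-catenin immunofluorescence imaging with DAPI.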
# Yfh1-off respiration: enhancers of respiration in Yfh1-depleted yeast, dose response, Friedreich's ataxia, plus single-dose screen (AID 1465). S. cerevisiae Yfh1-off respiration, WST-1 reduction, 72 h; higher fold induction means a stronger effect. one-dose fold induction at 50 µM; EC50 in µM for titrated hits. 220,000 compounds, 0.074% hits;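 active means fold induction of absorbance versus untreated yeast above a set limit, then at least 30% activation at any dose in follow-up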;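 further: activators that raise dye reduction in frataxin-depleted yeast; strong numbers were not always called active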
# Autophagy mod: autophagy modulators in MEF cells, primary screen, imaging, high-content, MEF GFP-LC3; MEF GFP-LC3 puncta imaging; test concentration mostly 10 µM; calls only at 10 µM (by protocol); 190,000 compounds, 0.98% hits;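 active means percentage of spot-positive cells more than 3 SD above its plate mean, without a fluorescence outlier flag or 80% toxicity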;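 further: spot-positive cell cutoff set from DMSO-treated cells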
# WT yeast gro inh mutant strain: also measured in WT yeast gro inh; calls as there; inhibition, %; mitochondrial fusion phenotypic screen, mutant strain inhibition
# Dynein transport cytoplasmic EGFP: second read-out of Dynein transport, no call of its own (marks repeat the call); z-score; measured here: cytoplasmic GR-EGFP intensity; stronger effect = higher value
# Dynein transport nuclear GR-EGFP: second read-out of Dynein transport, no call of its own (marks repeat the call); z-score; measured here: nuclear GR-EGFP intensity;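 lower value marks the stronger effect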
# Dynein transport cell count: recorded beside Dynein transport, whose call it bears; z-score; measured here: cell count per field
# Insulin prom up cell count: further read-out of Insulin prom up, marked with its call; cell count; measured here: cytotoxicity, nuclei count;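 total cells summed across four imaged fields per well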
# Lipid droplet cells 6.5 µM: recorded beside Lipid droplet, whose call it bears; cell count; measured here: cell count, cytotoxicity flag;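 cells counted across two imaged fields per well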
# b-catenin transl cell count 5 µM: further read-out of b-catenin transl, marked with its call; cell count; measured here: cell count, cytotoxicity flag
# MT stabilizer Hoechst-high %: also measured in MT stabilizer; calls as there; % Hoechst-high responders; measured here: nuclear condensation Hoechst responders;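 share of cells brighter than vehicle mean plus two SD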
# MT stabilizer cytotoxicity %: also measured in MT stabilizer; calls as there; toxicity, %; measured here: cytotoxicity by cell density;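 0% = mean cell density of plate MIN control wells and 100% = no cells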
# Autophagy mod cell loss 18 h: second read-out of Autophagy mod, no call of its own (marks repeat the call); toxicity, %; measured here: cell loss, nuclei count;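 cell loss after 18 h compound exposure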
# * = called active by the depositor; i = inactive; . = not tested or not shown; & = joins results of further samples.
# Start of the data: the first two entries, ahead of the listing:
SMILES,Lipid droplet,Lipid droplet cells 6.5 µM,MT stabilizer,MT stabilizer Hoechst-high %,MT stabilizer cytotoxicity %,HEK293 NOD2/NF-kB,Insulin prom up,Insulin prom up cell count,Dynein transport,Dynein transport cytoplasmic EGFP,Dynein transport nuclear GR-EGFP,Dynein transport cell count,WT yeast gro inh,WT yeast gro inh mutant strain,b-catenin transl,b-catenin transl cell count 5 µM,Yfh1-off respiration,Autophagy mod,Autophagy mod cell loss 18 h
O=C(N/N=C/c1c(O)n(CCC2=CCCCC2)c(=S)[nH]c1=O)c1ccccc1,0,612,2.0,2.7,3.0,-140%,.,.,0.53,-0.2,0.41,-0.1,4,23,0.1,932,i,i,-14
C=C(CO)CC1CC(O)[C@]2(C)OC3CC4OC5C[C@]6(C)O[C@]7(C)CCC8OC9C[C@]%10(C)OC%11C(C)=CC(=O)OC%11CC%10OC9C[C@@H](C)C8OC7CC6O[C@]5(C)C/C=C\C4OC3CC2O1 (stereo not given in full),-1,646,2.6,1.1,0.1,5%,1.2,1409,-0.97,-0.31,-0.34,0.71,11,25,0.9,1009,i,i,4

# Main list, previewed entries included:
SMILES,Lipid droplet,Lipid droplet cells 6.5 µM,MT stabilizer,MT stabilizer Hoechst-high %,MT stabilizer cytotoxicity %,HEK293 NOD2/NF-kB,Insulin prom up,Insulin prom up cell count,Dynein transport,Dynein transport cytoplasmic EGFP,Dynein transport nuclear GR-EGFP,Dynein transport cell count,WT yeast gro inh,WT yeast gro inh mutant strain,b-catenin transl,b-catenin transl cell count 5 µM,Yfh1-off respiration,Autophagy mod,Autophagy mod cell loss 18 h
O=C(N/N=C/c1c(O)n(CCC2=CCCCC2)c(=S)[nH]c1=O)c1ccccc1,0,612,2.0,2.7,3.0,-140%,.,.,0.53,-0.2,0.41,-0.1,4,23,0.1,932,i,i,-14
C=C(CO)CC1CC(O)[C@]2(C)OC3CC4OC5C[C@]6(C)O[C@]7(C)CCC8OC9C[C@]%10(C)OC%11C(C)=CC(=O)OC%11CC%10OC9C[C@@H](C)C8OC7CC6O[C@]5(C)C/C=C\C4OC3CC2O1 (stereo not given in full),-1,646,2.6,1.1,0.1,5%,1.2,1409,-0.97,-0.31,-0.34,0.71,11,25,0.9,1009,i,i,4
CC1CN(c2ccc([N+](=O)[O-])c(N3CCCCC3)c2)CCN1 (stereo not given),2,671,.,.,.,-29%,0.48,1057,0.67,-0.22,1,-0.74,.,.,-0.9,1255,i,.,.
C[C@]12CCC(=O)C=C1CC[C@@H]1[C@@H]2CC[C@]2(C)C(=O)CC[C@@H]12,-5,731,4.4,2.5,0.4,-5%,.,.,0.082,-0.28,0.5,-0.012,15,11,.,.,i,i,11
CCCCN=Cc1c(O)n(-c2c(C)cc(C)cc2C)c(=O)[nH]c1=O,-6,743,2.0,1.5,9.9,21%,-0.84,962,-0.32,-0.046,-0.1,0.55,-10,11,-5.3,1201,i,i,-5
CCOc1ccc(N2C(=O)NC(=O)/C(=C\c3ccc(N4CCCCC4)o3)C2=O)cc1,13,685,4.9,2.5,5.8,13%,2.4,1404,0.26,-0.27,0.33,0.027,-3,0,-1.8,979,i,i,12
Cc1cccc(NP(=O)(Oc2ccccc2F)Oc2ccccc2F)c1,-104,540,4.2,1.6,8.5,-20%,.,.,0.96,-0.23,0.57,-0.3,58,16,-1.9,1149,i,i,5
COc1cc2c(cc1OC)-c1c(OC)c(OC)c(OC)c3ccnc(c13)C2=O,-53,555,2.1,1.0,5.9,10%,-1.6,747,-0.51,-0.25,0.13,0.35,6,-6,.,.,i,i,-11
CCCCCCN1CCN(c2ccccc2Cl)CC1,-2,643,1.9,2.2,7.4,-15%,0.24,1288,0.00017,-0.31,0.32,0.12,4,24,-1.1,1106,i,i,-2
C=CCn1c(O)c(/C(C)=N/NC(=S)Nc2ccccc2)c(=O)[nH]c1=O,10,640,.,.,.,11%,0.68,985,1.7,0.023,1.7,-1.5,.,.,-0.2,1297,i,.,.
CCCCCn1c(=O)c(C(=O)Nc2nc3ccccc3[nH]2)c(O)c2ccccc21,4,686,.,.,.,-3%,-3.3,686,0.2,-0.25,0.18,0.32,.,.,-0.1,1369,i,.,.
NC(=O)CN1CC(c2ccccc2)CC1=O (stereo not given),-9,714,1.7,2.1,12,6%,-0.36,822,-0.47,-0.0067,0.033,1.7,10,-3,-7.9,1207,i,i,-11
Cn1c(O)c(C=NCCN2CCOCC2)c(=O)n(C)c1=S,0,673,.,.,.,22%,0.26,1004,0.84,-0.1,0.92,-1.2,.,.,0.2,1270,i,.,.
Oc1cc2c(cc1CN1CCN(c3ccccc3)CC1)CCC2,.,.,5.2,2.1,12,.,.,.,-0.91,-0.22,-0.29,0.75,2,-28,.,.,i,i,-5
CC(=O)C1C2c3ccccc3OC1(C)N=c1s/c(=C/c3cnn(C)c3)c(=O)n12 (stereo not given),.,.,2.1,1.9,13,-7%,-0.4,1468,-0.43,-0.19,-0.052,0.47,10,17,-3.6,1008,i,i,60
CC(=NCCCN1CCCCC1)c1c(O)n(Cc2ccccc2)c(=O)[nH]c1=O,-17,767,1.6,1.6,4.2,11%,0.3,1250,-0.31,0.088,-0.26,0.6,-10,-9,-0.1,1140,i,i,-1
CCOP(=O)(OCC)C(NC(=O)c1cccc2ccccc12)C(Cl)(Cl)Cl (stereo not given),-9,636,3.3,2.6,5.6,-9%,0.23,1427,-0.59,-0.18,-0.22,-0.14,0,-2,-2.2,1020,i,i,-2
CCC(=NCCO)c1c(O)n(-c2ccc(Cl)cc2)c(=O)[nH]c1=O,.,.,3.0,2.2,4.1,-18%,0.16,1185,-0.81,-0.17,-0.18,0.29,-17,-6,-0.5,1171,i,i,9
N#CC(C#N)=Cc1ccc(C=C(C#N)C#N)cc1,-11,688,.,.,.,-22%,-0.23,1392,-4.3*,0.37*,-1.8*,0.33*,.,.,1.1,927,i,.,.
N#Cc1ccccc1NC(=O)CN1CC=C(c2ccccc2)CC1,3,612,5.6,0.9,14,-9%,-0.32,1297,0.74,-0.31,-0.017,-0.42,-13,15,3.6,1067,i,i,5
CCN(CC)CCCN=Cc1c(O)n(CCc2ccc(OC)c(OC)c2)c(=O)[nH]c1=O,.,.,4.2,4.2,9.4,11%,0.51,1248,-0.34,-0.34,0.017,0.63,-14,-10,-5.0,1067,i,i,8
CCc1ccc(NC(=O)CN2CC(c3ccccc3)CC2=O)cc1 (stereo not given),-4,722,.,.,.,-48%,1.1,1077,0.56,-0.21,0.8,-0.73,.,.,0.9,1275,i,.,.
FC(F)=C(F)CCSc1ncn[nH]1,-5,714,6.1,2.4,7.8,2%,-0.78,1556,-0.36,-0.31,-0.22,0.88,1,1,-0.1,1487,i,i,9
CC1(C)CSC(Nc2ccc(F)c(Cl)c2)=N1,.,.,4.0,2.5,15,-4%,-0.52,1167,2.6,-0.13,2.4,-1,13,9,-2.5,1009,i,i,18
O=C1CCCN1CC#CCN1CCCC1,5,696,.,.,.,23%,0.19,875,-1.1,-0.22,0.017,0.21,.,.,-1.4,1267,.,.,.
N=Cc1c(O)n(-c2cccc(Cl)c2)c(=O)[nH]c1=O,-1,708,6.8,11,97,15%,-0.07,1921,0.17,-0.097,0.3,1.4,-25,-18,-1.2,1080,i,i,4
O=c1[nH]c(=O)n(CC2CCCO2)c(O)c1/C=C1\C=Nc2ccccc21 (stereo not given),-19&-2,658&608,2.6,1.7,5.0,5%&19%,-0.5&0.84,1147&1436,0.32&-0.34,-0.21&-0.18,0.11&-0.00039,0.4&0.44,1,-10,0.9&-1.0,1240&949,i,i,21
CCC(=NCc1cccnc1)c1c(O)n(-c2ccccc2)c(=O)[nH]c1=O,1,684,.,.,.,6%,.,.,-0.42,-0.22,0.14,0.92,.,.,-0.6,1336,i,.,.
CCOC(=O)C1CCN(C(C)C(=O)c2c(C)[nH]c3cc(C)ccc23)CC1 (stereo not given),.,.,5.3,2.5,3.8,-1%,0.5,1000,1.3,-0.17,1.2,-1.8,-47,-21,-3.5,1169,i,i,18
C=Cn1ccnc1P(=S)(c1c(C)nn(-c2ccccc2)c1C)c1nccn1C=C,.,.,4.3,3.1,5.0,-5%,-0.36,1311,0.12,-0.32,0.083,0.49,4,-3,-3.7,1083,i,i,1
Cc1ccc(N2C(=O)NC(=O)/C(=C/C=C/c3ccco3)C2=O)cc1,-3,598,8.9,1.6,7.0,-16%,0.11,1289,-4.5*,1.7*,-2.2*,-0.35*,3,6,-0.1,1028,i,i,16
Cc1cccc(N2C(=O)NC(=O)/C(=C\C=C\c3ccco3)C2=O)c1,-5,704,.,.,.,-23%,0.28,1004,-5*,0.84*,-2.3*,0.43*,.,.,0.6,1364,i,.,.
CC12CN3CCN(CC(C3)/C1=N/NC(N)=O)C2,8,771,.,.,.,3%,0.07,1244,0.085,2.6,0.47,-0.87,.,.,1.5,1265,i,.,.
COc1ccc(OCC(=O)N2CCN(Cc3ccc(SC)cc3)CC2)cc1,4,693,3.0,2.5,8.5,10%,-0.56,1418,0.25,-0.23,-0.16,0.3,-4,22,1.8,1542,i,i,31
COc1ccc2[nH]cc(CCN=C(N)N)c2c1,19,662,3.2,2.4,5.2,11%,.,.,-1.2,-0.31,-0.56,1.6,4,6,-0.1,606,i,i,20
Brc1ccc2[nH]cc(/C=N/N3CCCCC3)c2c1,1,677,3.5,3.6,1.9,15%,-0.04,1274,-0.41,-0.15,0.4,0.55,-22,2,-4.4,712,i,i,-10

# This is a subset (hit frequency here may not be typical).
